FH mod = Identification of activators of human fumarate hydratase by quantitative high-throughput screening; 0.22% of 54,000 active; Fumarate hydratase, mitochondrial (Homo sapiens), P07954; FH coupled MDH/diaphorase resazurin fluorescence, 15 min; Potency, µM (top dose mostly 79.9 µM), without a hit: at the highest dose activity change, negative = inhibition, most hits filed as inhibitors; also: the screen sought activators but most active calls are inhibition curves; nearly all actives have a fitted effect of over 45% in size
Target sequence (P07954 whole entry, looked up): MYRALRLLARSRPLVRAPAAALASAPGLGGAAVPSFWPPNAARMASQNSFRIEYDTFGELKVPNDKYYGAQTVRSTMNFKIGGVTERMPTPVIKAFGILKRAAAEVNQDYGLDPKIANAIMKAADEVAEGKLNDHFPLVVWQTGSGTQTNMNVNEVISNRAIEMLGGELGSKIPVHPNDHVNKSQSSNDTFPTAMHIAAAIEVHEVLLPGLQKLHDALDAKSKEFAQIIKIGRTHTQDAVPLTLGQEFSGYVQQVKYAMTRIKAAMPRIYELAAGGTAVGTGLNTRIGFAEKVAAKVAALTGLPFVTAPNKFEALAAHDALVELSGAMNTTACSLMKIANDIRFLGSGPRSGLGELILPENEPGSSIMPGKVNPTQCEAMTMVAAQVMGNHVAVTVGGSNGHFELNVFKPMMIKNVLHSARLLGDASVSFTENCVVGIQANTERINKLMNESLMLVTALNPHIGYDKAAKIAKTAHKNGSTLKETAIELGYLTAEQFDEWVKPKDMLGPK
p53null 39C tox = kills p53 null cells at the nonpermissive temperature | H1299 p53-null (neo) cells, 39C, ATPlite viability, 24 h | Potency, µM (doses to about 46.1 µM), for the others: at the highest dose activity, negative = cell killing, actives largely listed as cytotoxic | 0.97% of 55,000 active | AID 904;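 also: 0% = DMSO only and -100% = full killing by 100 µM tamoxifen; nearly all actives have a fitted effect of over 50% in size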
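Following overnight plating at 37C (600 cells/well), H1299-neo or H1299-p53A138V cells are dosed up to 46 uM. Incubation lasts 24 hr at 39C before ATP detection.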
NTMT1 inh = inhibitors of human N-terminal methyltransferase NTMT1; NTMT1 MTase-Glo SAH luminescence, purified enzyme; Potency, µM (doses to about 114 µM), for the others: at the highest dose activity change, negative = inhibition, usual class: inhibitors; 2.5% of 59,000 active; AID 1645870;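 also: plate controls were DMSO vehicle for no effect and no enzyme for full effect; nearly all actives have a fitted effect of over 65% in size; many of its hits are not listed in these tables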
Target sequence (Q9BV86 whole entry, looked up): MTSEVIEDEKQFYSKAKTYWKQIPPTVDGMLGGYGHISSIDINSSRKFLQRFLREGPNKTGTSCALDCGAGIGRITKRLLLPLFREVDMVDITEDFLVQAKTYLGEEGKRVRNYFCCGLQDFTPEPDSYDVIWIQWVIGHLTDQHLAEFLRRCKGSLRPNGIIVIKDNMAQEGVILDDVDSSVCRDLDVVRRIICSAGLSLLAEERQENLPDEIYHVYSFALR
p53null 32C kill = kills p53 null cells at the permissive temperature | H1299-neo p53 null cells, ATP luminescence, 24 h, 32C | Potency, µM (doses to about 46.1 µM), inactives show at the highest dose activity change, negative = cytotoxicity, actives largely listed as cytotoxic | 0.62% of 55,000 active;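 also: 0% = DMSO only and -100% = full killing by 100 µM tamoxifen; nearly all actives have a fitted effect of over 55% in size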
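AC50 values derive from Hill modelling of qHTS concentration-response data (up to 46 uM) in H1299-neo cells. Cells were treated 24 h at 32C following overnight attachment at 37C; viability was read as cellular ATP.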
* marks the source's active call; other numbers are inactive results; ? = inconclusive; . = no result given; [ ] = another dose, or the depositor's remark. Calls follow the shape of the dose curve; as a rule, active = well fitted curve in the direction sought with a large enough effect; inconclusive = small, poorly fitted or top-dose-only effect, or another doubt; inactive = no such curve, though single readings can be large; an effect the other way counts as inactive or inconclusive. Unless noted, % is scaled to controls: 0 for no effect and ±100 for the full control effect; potency is read from the fitted curve at half-maximal effect.

1	O=C(c1cc([N+](=O)[O-])ccc1N1CCNCC1)N1CCOCC1
2	Cc1ccc(-n2sc3ccccc3c2=O)cc1
3	Cc1ccccc1N1C(=O)NC(=O)/C(=C\c2cc(Br)c(N3CCOCC3)o2)C1=O
4	Cc1ccc(N2C(=O)NC(=O)/C(=C\c3ccsc3)C2=O)cc1C
5	CCCCN1C(=O)/C(=C/c2ccc(N3CCCCCC3)cc2)C(=O)NC1=S
6	CN1CCN(c2ccc(S(=O)(=O)C(F)(F)F)cc2[N+](=O)[O-])CC1
7	Cc1ccc(N2C(=O)NC(=O)/C(=C/C=C/c3ccco3)C2=O)cc1
8	CCCCC(=O)N/N=C/c1c(O)n(Cc2ccco2)c(=O)[nH]c1=O

assay / entry,1,2,3,4,5,6,7,8
NTMT1 inh,.,.,.,.,.,.,.,.
p53null 39C tox,.,.,.,.,.,.,.,.
p53null 32C kill,5%,?,6%,-3%,-22%,-1%,-25%,-23%
FH mod,.,.,.,.,.,.,.,.

9	COc1cccc(N2C(=O)NC(=O)/C(=C/c3ccc4c5c(cccc35)CC4)C2=O)c1
10	Cn1c(O)c(N=Nc2ccc(S(=O)(=O)N3CCOCC3)cc2)c(=O)n(C)c1=O
11	CCOc1ccc(N2C(=O)NC(=O)/C(=C\c3ccc(N4CCCCC4)o3)C2=O)cc1
12	CCCc1nc2ccc(Br)cc2c(=O)n1-c1ccc([N+](=O)[O-])c(C(F)(F)F)c1
13	COc1ccc(C)cc1NC(=O)c1c(C)nn(Cc2ccccc2)c1Cl
14	CN(C)C(=O)Oc1ccc(C(=O)c2ccccc2)cc1
15	CCN1c2nc3ccccn3c(=O)c2CC2(C(=O)N(C)C(=O)N(C)C2=O)C1C (stereo not drawn)
16	O=C(COc1ccccc1)N1CCN(CC2CC3C=CC2C3)CC1 (stereo not drawn)

assay / entry,9,10,11,12,13,14,15,16
NTMT1 inh,.,.,.,.,.,.,.,.
p53null 39C tox,.,-1%[1.84 µM],22%,-1%[1.84 µM],5%,0%,14%,-2%
p53null 32C kill,9%,.,.,.,-21%,0%,3%,3%
FH mod,.,.,.,.,.,.,.,.

17	COc1ccc(C(=O)CC2C(=O)N(C)C(=O)N(C)C2=O)cc1
18	CCc1cc2c(N3CCN(C)CC3)ncnc2s1
19	CC(NC(=O)Oc1ccccc1)C(c1cccs1)N1CCOCC1 (stereo not drawn)
20	O=c1c2ccccc2nc(-c2ccco2)n1-c1ccccc1
21	C=CCn1c(O)c(C=NCCCOc2ccc(CC)cc2)c(=O)[nH]c1=S
22	CC1CCCN(CC(=O)N2CCCc3ccccc32)C1 (stereo not drawn)
23	CCCCOCCCn1c(N)c(C(=O)OC(C)COC)c2nc3ccccc3nc21 (stereo not drawn)
24	O=C(Cc1ccccc1)N1CCN(CC2CC3C=CC2C3)CC1 (stereo not drawn)

assay / entry,17,18,19,20,21,22,23,24
NTMT1 inh,.,.,.,.,.,.,.,.
p53null 39C tox,-5%,-9%,-7%,20%,-10%,11%,-14%,-6%
p53null 32C kill,-9%,1%,4%,-8%,-6%,-5%,1%,2%
FH mod,.,.,.,.,.,.,.,.

25	O=c1c(C=Nc2cccnc2Cl)c(O)n(CCCCl)c(=O)n1C1CCCCC1
26	Clc1ccc2c(c1)C(c1ccccc1Cl)=NCc1nncn1-2
27	CC1(C)C2([N+](=O)[O-])CNCC1([N+](=O)[O-])CNC2
28	CC12CC(c3ccccc3O1)C(C(=O)OCc1ccccc1)C(=O)N2 (stereo not drawn)
29	O=P(C(=Nc1ccc(Cl)cc1)N1CCOCC1)(N1CCOCC1)N1CCOCC1
30	O=C(c1ccco1)C12CN3CN(CN(C3)C1)C2
31	O=P(NS(=O)(=O)c1ccc(Cl)cc1)(Oc1ccccc1)Oc1ccccc1
32	O=C(CNC(=O)OCc1ccccc1)Nc1ccc(Br)cc1C(=O)c1ccccc1Cl

assay / entry,25,26,27,28,29,30,31,32
NTMT1 inh,.,.,.,.,.,.,.,.
p53null 39C tox,-1%[1.84 µM],-9%,-10%,5%,1%,2%,2%,4%
p53null 32C kill,3%,-7%,3%,2%,-1%,5%,-1%,-11%
FH mod,.,.,.,.,.,.,.,.

33	CN(C)CC1CSCCC1(O)c1ccccc1Cl (stereo not drawn)
34	Cc1nc2c(=O)n(C)c(=O)nc-2n(C)n1
35	O=C1C2CCCN2C(c2ccc(Cl)c(Cl)c2)N1c1ccccn1 (stereo not drawn)
36	CC(C)CCC1(CCc2ccncc2)C(=O)NC(=O)NC1=O
37	Cc1cc(C)cc(N2C(=O)NC(=O)/C(=C/c3cccn3-c3ccc(Cl)cc3)C2=O)c1
38	O=C(NCC(c1cccnc1)N1CCOCC1)Oc1ccccc1 (stereo not drawn)
39	CN1CCN(CCC(=O)OC2CC3CCC(C2)N3C)CC1 (stereo not drawn)
40	C=CCN(c1ccc(C(=O)N(CC)CC)cc1)S(C)(=O)=O

assay / entry,33,34,35,36,37,38,39,40
NTMT1 inh,.,.,.,.,.,.,.,.
p53null 39C tox,-4%,3.2µM*,-4%,11%,16%,1%,32%[activator],-1%
p53null 32C kill,-2%,1.3µM*,9%,-7%,1%,7%,7%,2%
FH mod,.,.,.,.,.,.,.,.

Results in sequence from above.
Entries 34–38 in p53null 32C kill: 1.3µM*, 9%, -7%, 1%, 7%

In the list so far, these have an NH in an aromatic ring.
8	CCCCC(=O)N/N=C/c1c(O)n(Cc2ccco2)c(=O)[nH]c1=O
21	C=CCn1c(O)c(C=NCCCOc2ccc(CC)cc2)c(=O)[nH]c1=S

assay / entry,8,21
NTMT1 inh,.,.
p53null 39C tox,.,-10%
p53null 32C kill,-23%,-6%
FH mod,.,.

Back to the main list with the two entries that preceded the break.
39	CN1CCN(CCC(=O)OC2CC3CCC(C2)N3C)CC1 (stereo not drawn)
40	C=CCN(c1ccc(C(=O)N(CC)CC)cc1)S(C)(=O)=O
41	CCC1CN(C)CCC1(OC(C)=O)c1ccccc1 (stereo not drawn)
42	CC(=NCCCO)c1c(O)n(Cc2ccccc2)c(=O)[nH]c1=O
43	CCc1ccc(NC(=O)C(C)OC(=O)c2c(C)nn(Cc3ccccc3)c2Cl)cc1 (stereo not drawn)
44	CC(c1ccccc1)n1cncc1C(=O)O (stereo not drawn)
45	NNC(=O)c1ccc(Cl)cc1
46	COC1=CCC2([N+](=O)[O-])CN(C)CC1([N+](=O)[O-])C2 (stereo not drawn)
47	CCc1ccc(C(=O)C23CN4CN(CN(C4)C2)C3)cc1
48	COC(=O)c1ccccc1-n1c(C)nc2ccccc2c1=O

assay / entry,39,40,41,42,43,44,45,46,47,48
NTMT1 inh,.,.,.,.,.,.,.,.,.,.
p53null 39C tox,32%[activator],-1%,1%,11%,16%[1.84 µM],10%,14%,11%,-7%,-12%
p53null 32C kill,7%,2%,-8%,9%,-2%,2%,0%,0%,0%,-13%
FH mod,.,.,.,.,.,.,.,.,.,.

49	c1ccc(OCCSc2nc3ccccc3[nH]2)cc1
50	CCOC(=O)C1=C(N)OC2=C(C(=O)CCC2)C12C(=O)N1c3c(ccc(C)c32)C(C)=CC1(C)C (stereo not drawn)
51	NC(C(=O)O)c1cc(=O)[nH]o1 (stereo not drawn)
52	Nc1ccc(CCN2CCN(c3cccc(C(F)(F)F)c3)CC2)cc1
53	NC(N)=NOCCC(N)C(=O)O (stereo not drawn)
54	CP(=O)(O)C1=CCNCC1
55	CCCN1CC[C@@H]2c3cc(O)ccc3CC[C@@H]21
56	CCCn1c(=O)c2[nH]c(C3CCCC3)nc2n(CCCOC(=O)c2ccc(S(=O)(=O)F)cc2)c1=O

assay / entry,49,50,51,52,53,54,55,56
NTMT1 inh,.,.,.,.,.,.,.,.
p53null 39C tox,?,7%,.,.,.,.,.,.
p53null 32C kill,-13%,-2%,.,.,.,.,.,.
FH mod,.,.,-4%[53.3 µM],?,-17%[53.3 µM],4%[53.3 µM],-9%[53.3 µM],-13%[53.3 µM]

57	C[N+]1(C)CCc2cc3c(cc2[C@H]1[C@@H]1OC(=O)c2c1ccc1c2OCO1)OCO3
58	CN1CC[C@@]2(C)c3cc(O)ccc3N(C)C12 (stereo partly drawn)
59	N=C(N)c1ccc(CS(=O)(=O)F)cc1
60	CC(N)[C@H](O)c1ccc(O)c(O)c1 (stereo partly drawn)
61	CCNC(=O)[C@H]1O[C@@H](n2cnc3c(N)ncnc32)[C@H](O)C1O (stereo partly drawn)
62	CC12NC(Cc3ccccc31)c1ccccc12 (stereo not drawn)
63	NC(N)=NOCC[C@H](N)C(=O)O
64	CC(C)CC(NP(=O)(O)O[C@@H]1O[C@@H](C)[C@H](O)[C@@H](O)[C@H]1O)C(=O)NC(Cc1c[nH]c2ccccc12)C(=O)O (stereo partly drawn)

assay / entry,57,58,59,60,61,62,63,64
NTMT1 inh,.,.,.,.,.,.,.,.
p53null 39C tox,.,.,.,.,.,.,.,.
p53null 32C kill,.,.,.,.,.,.,.,.
FH mod,-4%[53.3 µM],3%[53.3 µM],-23%[53.3 µM],-35%[53.3 µM],4%[53.3 µM],-11%[53.3 µM],-4%[53.3 µM],-4%[53.3 µM]

65	O=C1CCCN1CC#CCN1CCCC1
66	C[C@]12N[C@H](Cc3ccccc31)c1ccccc12
67	CNCCc1ccc(O)c(O)c1
68	CC(N)Cc1c[nH]c2ccc(OCc3cccs3)cc12 (stereo not drawn)
69	CCCN(CCC)[C@@H]1CCc2cccc(O)c2C1
70	COc1ccc2c(c1O)-c1cccc3c1[C@@H](C2)N(C)CC3
71	CC(C)(C)c1cc(C=C(C#N)C#N)cc(C(C)(C)C)c1O
72	N[C@@]1(C(=O)O)CC[C@@H](C(=O)O)C1

assay / entry,65,66,67,68,69,70,71,72
NTMT1 inh,.,.,.,.,.,.,.,.
p53null 39C tox,.,.,.,.,.,.,.,.
p53null 32C kill,.,.,.,.,.,.,.,.
FH mod,?,-3%[53.3 µM],?,-4%[53.3 µM],1%[53.3 µM],?,?,-11%[53.3 µM]

73	CCCCCCCCCCCCCC(=O)O[C@@H]1[C@@H](C)[C@@]2(O)[C@@H](C=C(CO)C[C@@]3(O)C(=O)C(C)=C[C@@H]23)C2C(C)(C)[C@@]21OC(C)=O (stereo partly drawn)
74	O=C(NC1CN2CCC1CC2)c1cc2ccoc2cn1 (stereo not drawn)
75	CN1C2CCC1CC(OC(c1ccccc1)c1ccccc1N)C2 (stereo not drawn)
76	CC(C)NC(C)Cc1ccc(I)cc1 (stereo not drawn)
77	NCCc1c[nH]c2ccc(C(N)=O)cc12
78	O=C1/C(=C/c2ccccc2)C[C@@]2(O)[C@H]3Cc4ccc(O)c5c4[C@@]2(CCN3CC2CC2)[C@H]1O5
79	Clc1cc(I)cc(Cl)c1NC1=NCCN1
80	NNC(N)=O

assay / entry,73,74,75,76,77,78,79,80
NTMT1 inh,.,.,.,.,.,.,.,.
p53null 39C tox,.,.,.,.,.,.,.,.
p53null 32C kill,.,.,.,.,.,.,.,.
FH mod,?,1%[53.3 µM],-26%[53.3 µM],-10%[53.3 µM],-21%[53.3 µM],?,2%[53.3 µM],-4%[53.3 µM]

81	CC(C)[C@H]1CN[C@H](C(=O)O)[C@H]1CC(=O)O
82	NC(=O)COc1c(F)cc(SCCNS(=O)(=O)c2ccccc2)cc1F
83	CN(N=O)c1ccc(O)c(O)c1
84	N#Cc1ccc(NC(=O)Nc2nnc(-c3ccncc3)s2)cc1C(F)(F)F

assay / entry,81,82,83,84
NTMT1 inh,.,.,.,-15%
p53null 39C tox,.,.,.,.
p53null 32C kill,.,.,.,.
FH mod,-12%[53.3 µM],4%[53.3 µM],?,.

Grouped by structure: those above containing bromine
3	Cc1ccccc1N1C(=O)NC(=O)/C(=C\c2cc(Br)c(N3CCOCC3)o2)C1=O
12	CCCc1nc2ccc(Br)cc2c(=O)n1-c1ccc([N+](=O)[O-])c(C(F)(F)F)c1
32	O=C(CNC(=O)OCc1ccccc1)Nc1ccc(Br)cc1C(=O)c1ccccc1Cl

assay / entry,3,12,32
NTMT1 inh,.,.,.
p53null 39C tox,.,-1%[1.84 µM],4%
p53null 32C kill,6%,.,-11%
FH mod,.,.,.

The list is partial. The share of hits here may be higher or lower than overall.
